Assay outcomes: PubChem, Broad Institute
miR-122 sensor = inhibitors of miR-122 in Huh7 cells; activation (reporter increase), % at 12.5 µM; hit rate 0.3% among 340,000; Huh7 miR-122 Renilla luciferase sensor, 48 h; neutral wells = 0, positive control = 100;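 active = mean replicate activation score at least 90 and every replicate individually at or above 90; inconclusive = only one of the two criteria met; inactive = neither criterion met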;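 note: higher luciferase means less miR-122 activity so hits act as miR-122 inhibitors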
CFTR F508del cor = correctors of CFTR F508del function in bronchial epithelial cells | activity (quench increase), % at 7.58 µM | CFBE cells, YFP halide quenching; stimulated with forskolin plus potentiator P3; % fluorescence drop versus neutral controls | hit rate 0.36% among 350,000 | AID 720511;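 active = mean added fluorescence quench of at least 8% versus neutral control, with both replicates also reaching 8%; inconclusive = only one of the mean or replicate conditions met; inactive = mean below 8% and not both replicates reaching 8%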;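 note: cells transiently co-express mutant CFTR-F508del with the halide-sensitive YFP; corrector assay measuring rescue of mutant channel to the surface after 24 h compound exposure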
CASP6 VEID inh = blocks human caspase-6 cleavage activity; hit rate 0.53% among 350,000; inhibition, % at 12.5 µM; P55212; purified caspase-6, Z-VEID-R110 cleavage fluorescence;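 active = mean inhibition across replicates at least about 35%, with every replicate also reaching that limit, limit read from the data; inconclusive = only one of the two criteria met; inactive = neither criterion met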;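 note: 0% = median of neutral control wells and 100% = no fluorescence left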
DENV2 CPE rescue = DENV2-induced cell death inhibition; CPE inhibition, % at 9.99 µM; AID 651640; DENV2-infected cells, cytopathic effect rescue, plate reader; hit rate 1.7% among 350,000; in the data active = CPE inhibition above about 20%, passing the limit was not always enough; inconclusive = no clear call, values can overlap the other calls; tested in BHK-21 cells;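 note: 0% = median of neutral control wells and 100% = median of positive control wells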
SIRT5 block = blocks human SIRT5 desuccinylation of peptide; Q9NXA8; Purified SirT5, succinyl-peptide AMC, trypsin-coupled fluorescence; inhibition, % at 15 µM; hit rate 1.1% among 330,000; in the data active = inhibition above about 15%; inconclusive = no clear call, values can overlap the other calls
ERp5 block = inhibitors of human ERp5; inhibition, % at 9.99 µM; hit rate 0.05% among 350,000; ERp5 insulin aggregation, absorbance 650 nm, 90 min; Q15084; AID 651711;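 active = mean replicate inhibition above about 25%, with every replicate also reaching it, limit read from the data, passing the limit was not always enough; inconclusive = only one of those two criteria met; inactive = neither criterion met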
ERAP1 HTS inh = blocks human ERAP1 aminopeptidase activity. hit rate 0.15% among 340,000. AID 652197. inhibition, % at 10.7 µM. recombinant ERAP1, Leu-AMC fluorescence, 60 min. Q9NZ08;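 active = mean replicate inhibition of at least 30%, or all replicates individually reaching that 30% level; inactive = mean below 30% and not every replicate reaching it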;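 note: 0% = neutral control wells and 100% = L-leucinethiol positive control wells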
Target sequence (Q9NZ08 whole entry, looked up): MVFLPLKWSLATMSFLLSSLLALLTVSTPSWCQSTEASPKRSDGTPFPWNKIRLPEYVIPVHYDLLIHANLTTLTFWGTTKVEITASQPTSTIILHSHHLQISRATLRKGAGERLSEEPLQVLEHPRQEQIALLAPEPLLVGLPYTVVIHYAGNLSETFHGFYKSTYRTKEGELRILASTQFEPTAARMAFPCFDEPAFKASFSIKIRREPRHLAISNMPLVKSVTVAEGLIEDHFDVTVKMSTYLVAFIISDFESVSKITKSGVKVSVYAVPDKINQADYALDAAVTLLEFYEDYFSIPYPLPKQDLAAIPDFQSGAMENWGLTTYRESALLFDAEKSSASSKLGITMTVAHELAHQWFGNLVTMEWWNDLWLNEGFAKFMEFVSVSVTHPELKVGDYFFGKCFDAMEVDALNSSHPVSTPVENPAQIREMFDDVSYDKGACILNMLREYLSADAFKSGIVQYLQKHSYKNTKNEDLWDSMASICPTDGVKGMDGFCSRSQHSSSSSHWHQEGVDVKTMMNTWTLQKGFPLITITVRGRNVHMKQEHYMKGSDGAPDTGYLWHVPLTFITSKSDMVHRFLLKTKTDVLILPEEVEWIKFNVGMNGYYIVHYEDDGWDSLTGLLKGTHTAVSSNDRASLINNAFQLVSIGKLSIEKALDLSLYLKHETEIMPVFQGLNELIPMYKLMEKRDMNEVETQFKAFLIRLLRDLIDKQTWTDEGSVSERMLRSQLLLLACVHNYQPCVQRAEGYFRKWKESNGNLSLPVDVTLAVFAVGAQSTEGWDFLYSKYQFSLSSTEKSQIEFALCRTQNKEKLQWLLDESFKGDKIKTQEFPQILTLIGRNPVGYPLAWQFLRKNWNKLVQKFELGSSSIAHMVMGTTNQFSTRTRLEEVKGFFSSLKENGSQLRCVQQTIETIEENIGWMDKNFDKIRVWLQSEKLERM
Numbers without * were called inactive; ? = inconclusive; . = not tested or not shown; [ ] = another dose, or the depositor's remark. Compounds were not picked by outcome; any-hit rate near 4%.

SMILES	ERp5 block	CFTR F508del cor	miR-122 sensor	ERAP1 HTS inh	DENV2 CPE rescue	SIRT5 block	CASP6 VEID inh
O=C(C[C@H]1CC[C@@H](NC(=O)CC2CC2)[C@@H](CO)O1)NCC(F)(F)F	1	-3.0	-6[16.7 µM]	1	1	5	7
COc1ccc(CCNC(=S)NC(=O)c2cccc(Cl)c2)cc1OC	-3	0.1	-3	2	2	-1	2
CS(=O)(=O)N(CC(=O)N1CCCC1)c1cccc(F)c1	2	1.1	-5	2	-1	101*	-2
CCc1ccc(N(CC(=O)Nc2nc3ccc(C)cc3s2)S(=O)(=O)c2c(C)noc2C)cc1	-3	-1.2	3	3	0	.	-1
COc1ccc(NC(=S)NC(=O)/C=C/c2ccco2)c(OC)c1	0	-0.2	-4	2	-2	1	0
O=c1[nH]c(=S)[nH]c2c1C(c1ccc(Cl)c(Cl)c1)OC(CCc1ccccc1)C2 (configuration not stated)	0	3.1	.	.	19	-1	3
NC(=S)N/N=C1\CC(n2nnnc2-c2ccccc2Cl)C2COC1O2 (configuration not stated)	1	-3.7	.	1	8	-4	0
CC1(C)CN(c2ccsc2C(=O)O)C1=O	-4	-1.5	3	2	6	-2	4
Cc1noc(C)c1S(=O)(=O)Nc1ccc2c(c1)C(=O)N([C@@H](C)CO)C[C@@H](C)[C@H](CN(C)Cc1ccc(Oc3ccccc3)cc1)O2	1	-1.2	-4[16.7 µM]	1	-2	4	0
CCONc1ncnc2nonc12	2	-0.9	-3	10	0	1	-1

SMILES	ERp5 block	CFTR F508del cor	miR-122 sensor	ERAP1 HTS inh	DENV2 CPE rescue	SIRT5 block	CASP6 VEID inh
CCOc1ccc(NC(=O)CN(C)C(=O)Cc2c(C)nc3ccccc3c2C)cc1OCC	5	-3.4	-5	1	0	1	3
CCCC(=O)Nc1ccc(NC(=O)c2cc3ccccc3o2)c(OC)c1	0	.	-4	-1	1	-6	-8
O=c1cc(CO)[nH]nc1CO	-2	-2.2	.	-2	-8	.	-3
CC(C)(C)Nc1nc(Cl)nc(NCCN2CCOCC2)n1	0	1.5	.	2	-1	-7	0
CC(=O)N(C)C[C@@H]1Oc2cc(C#C[C@H](C)O)ccc2S(=O)(=O)N([C@@H](C)CO)C[C@@H]1C	3	-0.2	0[16.7 µM]	2	-1	0	0
Cc1ccc(C(=O)NC2CCN(CC(=O)Nc3c(C)cc(C)cc3C)CC2)cc1	2	0.1	-1	-1	0	-6	-3
CS(=O)(=O)c1ccc2nc(NC(=O)CN3C(=O)C4CC=CCC4C3=O)sc2c1 (configuration not stated)	1	4.7	.	1	-2	2	1
Cc1ccc2c(c1)C1CN(C)CCC1N2S(=O)(=O)c1cccc(F)c1 (configuration not stated)	1	0.5	-4	0	-6	-3	-2
Cc1cc(C)c(S(=O)(=O)NCC(c2cccnc2)N2CCN(Cc3ccccc3)CC2)c(C)c1 (configuration not stated)	3	-2.0	-1	-1	0	-3	-12
O=C(COC(=O)c1cncc(Br)c1)NC1CCCCC1	-1	0.6	.	0	-1	4	.

SMILES	ERp5 block	CFTR F508del cor	miR-122 sensor	ERAP1 HTS inh	DENV2 CPE rescue	SIRT5 block	CASP6 VEID inh
Oc1ccc(Cl)cc1CNCc1cccc2ccccc12	-5	-0.4	5	-1	0	-3	-1
CCCNC(=O)CN1C(=O)NC(c2ccccc2)(c2ccccc2)C1=O	-7	2.5	11	-3	7	-1	3
CCCCNC(=O)C1c2ccccc2OCC(=O)N1C1CC1 (configuration not stated)	6	1.6	.	0	-4	-1	-3
COc1ccc(CCNC(=O)COC(=O)c2ccc(F)c(S(=O)(=O)N3CCOCC3)c2)cc1	2	0.4	.	0	-10	-1	0
CC1=C(C(=O)N(C)C)CC(CC(=O)NCCN2CCOCC2)C(=O)N1CCC1=CCCCC1 (configuration not stated)	-4	2.1	1	2	1	0	1
C[C@H](CO)N1C[C@H](C)[C@@H](CN(C)CC2CCCCC2)Oc2c(NC(=O)c3nc4ccccc4s3)cccc2C1=O	-8	1.5	23[16.7 µM]	0	4	11	0
COc1cccc(CNc2ccc(F)c([N+](=O)[O-])c2)c1O	-2	-0.8	.	6	-4	0	2
CN(C(=O)c1cccc(NC(=O)Cc2ccc(NC(=O)C3CCN(C(=O)CCc4ccccc4)CC3)cc2)c1)C1CC1	5	-3.7	5	0	0	0	-1
Cc1cccc(C)c1NC(=O)c1cnn(-c2ccccc2)c1C	2	0.0	-3	1	?	-2	-5
CCc1ccc(CNC(=O)CCCn2c(=O)c3cccn3c3cccnc32)cc1	-2	-0.2	.	1	0	-5	-6

SMILES	ERp5 block	CFTR F508del cor	miR-122 sensor	ERAP1 HTS inh	DENV2 CPE rescue	SIRT5 block	CASP6 VEID inh
Cc1ccc(CNC(=O)Cn2nnc(C(=O)Nc3cccc(C)c3C)c2N)cc1	1	1.0	-4	1	4	-4	-1
Cc1cc(/C=N/NC(=O)C(=O)NCc2ccccn2)c(C)n1-c1ccccc1	0	-1.7	71	4	-10	-1	-4
O=C(CCCN1C(=O)c2ccccc2C1=O)NCCc1ccc(OC(F)F)cc1	7	0.5	.	-2	-9	0	-3
NC(=O)c1cc(S(=O)(=O)Nc2ccc(OC(F)(F)F)cc2)cs1	-8	-0.4	26	-1	-4	-1	-6
COc1ccccc1NC(=O)Cn1c(C)cc(=O)c2cccc(OC)c21	1	-3.1	-14	0	-5	.	4
CCOCCN(C(=O)c1ccccc1Cl)c1cccc(C)c1C	0	1.6	8	8	10	4	-1
Cc1ccc(S(=O)(=O)NCCCn2ccnc2)cc1C(=O)NC(C)C	1	0.1	7	2	0	4	-10
CC(=O)Nc1ccc(NC(=O)Cn2c(=O)n(-c3ccccc3)c(=O)c3oc4ccccc4c32)cc1	5	2.2	.	-6	2	1	-2
O=S(=O)(NCCN1CCOCC1)c1ccc(-c2ccc(S(=O)(=O)NCCN3CCOCC3)cc2)cc1	-1	-1.0	.	-2	6	-7	7
CCCNC(=S)NC1CC2CCC(C1)N2Cc1ccccc1 (configuration not stated)	3	1.9	1	6	4	-10	-4

SMILES	ERp5 block	CFTR F508del cor	miR-122 sensor	ERAP1 HTS inh	DENV2 CPE rescue	SIRT5 block	CASP6 VEID inh
COC(=O)C(C)(C)ONC(=O)Nc1ccc(Br)cc1	-2	-1.2	.	3	2	-3	0
CCn1cc(C(=O)NCCCN(CC(C)C)CC(C)C)c(=O)c2cc(S(=O)(=O)N3CCOCC3)ccc21	2	0.9	0	-3	2	0	-7
CCOC(=O)c1ccc2c(c1)nc(SCC(=O)N1CCOCC1)n2CC	7	2.8	.	2	7	-6	-4
CO[C@H]1CN(C)C(=O)c2cc(NC(=O)Nc3cc(F)ccc3F)ccc2OC[C@@H](C)N(C)C[C@H]1C	-14	2.5	11[16.7 µM]	2	-16	1	-1
O=C(Nc1ccncc1)c1c(F)c(F)c(F)c(F)c1F	1	1.9	-2	2	0	3	-1
Cc1ccc(S(=O)(=O)CCC(=O)N(Cc2nnc(-c3ccc(Cl)cc3)o2)C2CC2)cc1	-10	4.6	11	-6	-7	1	0
CNC[C@@H]1Oc2ncc(C#Cc3ccccc3)cc2C(=O)N([C@H](C)CO)C[C@@H]1C	0	-1.8	4[16.7 µM]	3	-4	-6	-2
COc1ccccc1CNC(=O)N1CCN(S(=O)(=O)c2ccc(Cl)cc2)CC1	3	-1.8	-6	-7	6	-4	-2
CCN(CC)C(=O)[C@H]1CC(CC(=O)NCCN2CCOCC2)C(=O)N2CCc3c([nH]c4ccc(OC)cc34)[C@]12C (some centres not stated)	-5	1.5	-10	-1	-6	-2	-5
CC(=O)c1cc2cccc(OC3(C)CCN(Cc4ccc5ccccc5c4)C3)c2o1 (configuration not stated)	4	-3.8	-3	2	-7	-11	2

SMILES	ERp5 block	CFTR F508del cor	miR-122 sensor	ERAP1 HTS inh	DENV2 CPE rescue	SIRT5 block	CASP6 VEID inh
CCCCCn1nnnc1-c1nc2cc3ccccc3cc2[nH]c1=O	0	4.2	.	.	-1	0	7
CN1C(=O)c2cc(NC(=O)c3cnccn3)ccc2OC[C@H]2O[C@@H](CC(=O)O)CC[C@@H]21	-1	-1.4	-4[16.7 µM]	.	-5	-6	-5
Cc1[nH]c2ccccc2c1SCC(=O)N1CCCCCC1	7	-1.6	.	-1	8	-5	-2
CC(C)NC(=O)Nc1cccc2c1O[C@H](CN(C)S(=O)(=O)c1ccc(Cl)cc1)[C@H](C)CN([C@H](C)CO)C2=O	1	-0.4	6[16.7 µM]	-3	-3	3	-1
CCOC(=O)[C@H]1[C@H]2COc3ccccc3[C@@H]2N2C(=O)CN(Cc3ccc(C)cc3)C(=O)[C@@]12C	2	-0.6	1	-1	?	.	-2
CS(=O)(=O)Oc1ccc(/C=N/NC(=O)c2ccncc2)cc1	0	2.7	-11	3	9	-4	1
O=[N+]([O-])c1ccc(S(=O)(=O)N(CC(O)CN2CCCCC2)c2ccccc2)cc1 (configuration not stated)	8	1.1	-2	-8	19	-5	-12
Cc1noc(C)c1NC(=O)N(C)C[C@@H]1Oc2ccc(NS(=O)(=O)c3ccccc3)cc2C(=O)N([C@H](C)CO)C[C@H]1C	8	-2.9	1[16.7 µM]	1	-4	-6	0
CCc1nc(C)cn1S(=O)(=O)c1cc(C)c(OC)cc1C	-1	3.4	12	-1	0	0	-4
Cc1onc(C(=O)N2CCOCC2)c1[N+](=O)[O-]	8	.	.	-1	0	-2	-3

Filtered by structure: those above containing an aryl thioether with sulfur outside any ring.
SMILES	ERp5 block	CFTR F508del cor	miR-122 sensor	ERAP1 HTS inh	DENV2 CPE rescue	SIRT5 block	CASP6 VEID inh
CCOC(=O)c1ccc2c(c1)nc(SCC(=O)N1CCOCC1)n2CC	7	2.8	.	2	7	-6	-4
Cc1[nH]c2ccccc2c1SCC(=O)N1CCCCCC1	7	-1.6	.	-1	8	-5	-2

The listing picks up with the 4 entries that preceded the break.
SMILES	ERp5 block	CFTR F508del cor	miR-122 sensor	ERAP1 HTS inh	DENV2 CPE rescue	SIRT5 block	CASP6 VEID inh
O=[N+]([O-])c1ccc(S(=O)(=O)N(CC(O)CN2CCCCC2)c2ccccc2)cc1 (configuration not stated)	8	1.1	-2	-8	19	-5	-12
Cc1noc(C)c1NC(=O)N(C)C[C@@H]1Oc2ccc(NS(=O)(=O)c3ccccc3)cc2C(=O)N([C@H](C)CO)C[C@H]1C	8	-2.9	1[16.7 µM]	1	-4	-6	0
CCc1nc(C)cn1S(=O)(=O)c1cc(C)c(OC)cc1C	-1	3.4	12	-1	0	0	-4
Cc1onc(C(=O)N2CCOCC2)c1[N+](=O)[O-]	8	.	.	-1	0	-2	-3
COC(=O)c1ccc(Sc2ccccn2)c([N+](=O)[O-])c1	-8	-1.5	.	-2	88*	-3	5
C[C@@H]1CN([C@@H](C)CO)C(=O)c2cc(NS(=O)(=O)c3ccc(F)cc3)ccc2O[C@@H](C)CCCCO[C@H]1CN(C)S(=O)(=O)c1ccc(F)cc1	.	-0.3	4[16.7 µM]	.	-8	.	.
O=S1(=O)CCOC[C@H](CC2CCCCC2)N1Cc1cccc(Cl)c1	4	-2.6	-6	.	3	.	1
O=C(NC1CCCC1)C(c1ccccn1)N(C(=O)c1csnn1)c1ccc(F)cc1 (configuration not stated)	-4	-0.1	1	-2	-6	-1	-1
CCOc1ccc2nc(SCC(=O)c3ccc(O)cc3O)sc2c1	1	2.8	4	4	2	-1	-1
CNS(=O)(=O)c1ccc(NC(=S)Nc2ccc3c(c2)OCO3)cc1	1	-0.1	.	-4	9	-1	3
CCCCn1c(N)c(N(CCOC)C(=O)CC(NC(=O)c2ccccc2Cl)c2ccccc2)c(=O)[nH]c1=O (configuration not stated)	1	-2.9	-8	2	?	-4	-1
Cc1ccccc1CN1CCN(C2CCC2)CC1CCO (configuration not stated)	0	-1.3	-2	0	-5	-5	0
CC(=O)N(C)c1ccc(NC(=S)NC(=O)/C=C/c2ccco2)cc1	11	-2.2	-1	3	0	2	14
COCCCn1c(SCCc2ccccc2)nc2cc(OC)c(OC)cc2c1=N	3	-2.4	-2	-3	3	-1	2
Cc1ccc(N2CN(S(=O)(=O)c3cccc([N+](=O)[O-])c3)c3nc4ccccc4nc32)cc1	-3	0.7	-3	1	-2	1	-1
Cc1n[nH]c(C)c1S(=O)(=O)N1CCN(S(=O)(=O)c2ccccc2C#N)CC1	2	-0.3	.	6	?	3	-2
